Compound activity deposited in PubChem by several laboratories.
hgDAF-12 ag = agonists of H. glycines DAF-12 nuclear receptor; HEK293 GAL4-hgDAF12 UAS-luciferase reporter, agonist luminescence; normalized to butyrate control; activation, % at 6.8 µM; hit rate 1.8% among 370,000; AID 687014;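 active = activation above a cutoff set at the mean of all screened compounds plus 3 SD, cut at about 10% in these data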;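 also: 0% = DMSO wells and 100% = sodium butyrate wells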
sPLA2-III inh = Inhibits HGIII-sPLA2 liposome hydrolysis, primary screen; Q9NZ20; QFRET BODIPY PC-A2 liposome hydrolysis, fluorescence; inhibition, % at 12.2 µM; hit rate 0.56% among 370,000; AID 743126;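 active = inhibition above mean plus 3 SD of compounds lying within the high and low control bounds, cut at about 19% in these data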;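 also: 0% = median of test compound wells and 100% = no enzyme DMSO wells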
Target sequence (Q9NZ20 whole entry, looked up): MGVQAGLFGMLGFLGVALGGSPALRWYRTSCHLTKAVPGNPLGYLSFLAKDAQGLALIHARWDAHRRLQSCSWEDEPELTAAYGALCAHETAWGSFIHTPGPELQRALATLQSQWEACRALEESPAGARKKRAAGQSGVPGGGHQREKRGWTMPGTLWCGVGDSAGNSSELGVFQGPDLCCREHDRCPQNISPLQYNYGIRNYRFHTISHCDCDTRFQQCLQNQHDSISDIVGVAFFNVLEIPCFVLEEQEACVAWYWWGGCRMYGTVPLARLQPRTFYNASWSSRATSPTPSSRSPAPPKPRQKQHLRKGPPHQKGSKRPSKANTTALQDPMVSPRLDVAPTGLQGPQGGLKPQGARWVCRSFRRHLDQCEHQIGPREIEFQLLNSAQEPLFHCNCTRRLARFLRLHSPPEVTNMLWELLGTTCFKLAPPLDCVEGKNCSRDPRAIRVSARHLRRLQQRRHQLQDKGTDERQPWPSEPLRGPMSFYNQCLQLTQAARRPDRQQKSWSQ
DAX1 inh-1 = inhibitors of DAX1 repression of SF-1 activated StAR promoter; hit rate 1.1% among 370,000; HEK293T StAR-luciferase reporter, SF-1/DAX-1 repression relief; AID 652010; inhibition, % at 6.8 µM;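 active = inhibition above the mean over all tested compounds plus 3 SD, cut at about 3.6% in these data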;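 also: 0% = DAX-1 cells with DMSO and 100% = cells lacking DAX-1 with DMSO; higher inhibition means more luminescence from relief of DAX-1 repression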
FXN GAA850 act = activators of GAA850 frataxin (FXN) promoter. HEK293 lucGAA850 FXN promoter luciferase reporter, 24 h; percent of 10 µM SAHA response. activation, % at 6 µM. hit rate 0.56% among 360,000. AID 540364;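 active = activation above the average of all compounds screened plus 3 SD, cutoff fixed separately per campaign, cut at about 7.5% in these data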;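 also: 0% = DMSO wells and 100% = 10 µM SAHA wells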
ssDAF12 agonist = S. stercoralis DAF-12 activation, primary screen; activation, % at 6.8 µM; AID 652126; hit rate 1% among 370,000; HEK293 ssDAF-12/GRIP1 lit1-tk-luc reporter, luminescence; % of 3 µM dafachronic acid response;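 active = activation above the mean over all tested compounds plus 3 SD, cut at about 0.9% in these data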;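 also: 0% = DMSO-only wells and 100% = 3 µM delta7-dafachronic acid wells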
DAX1 inh-2 = inhibitors of human orphan nuclear receptor DAX1 (NR0B1) | HEK293 Gal4-DAX1 luciferase reporter, luminescence | P51843 | AID 504766 | hit rate 0.99% among 340,000 | inhibition, % at 6.75 µM;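 active = inhibition above the mean over all tested compounds plus 3 SD, cut at about 4.2% in these data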;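 also: 0% = DAX1-transfected cells with DMSO and 100% = empty-vector control cells with DMSO; inhibition shows as a rise in luminescence from relieved DAX1 repression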
Target sequence (P51843 207-470 limits assumed): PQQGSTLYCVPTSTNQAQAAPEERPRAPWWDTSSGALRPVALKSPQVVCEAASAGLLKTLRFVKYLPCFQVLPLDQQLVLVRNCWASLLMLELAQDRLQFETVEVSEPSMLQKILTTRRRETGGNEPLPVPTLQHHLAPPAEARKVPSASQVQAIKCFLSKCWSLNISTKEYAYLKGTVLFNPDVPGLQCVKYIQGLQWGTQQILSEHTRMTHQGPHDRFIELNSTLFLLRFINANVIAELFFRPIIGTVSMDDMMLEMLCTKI
KLK7 zymogen act = activators of human kallikrein-7 zymogen; activation, % at 7 µM; purified proKLK7, EDANS-DABCYL substrate fluorescence; 100% is mature enzyme control, 0% vehicle; P49862; hit rate 0.9% among 370,000;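 active = activation above the mean of all tested compounds plus 3 SD, computed per campaign excluding outliers beyond control limits, cut at about 13% in these data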
Target sequence (P49862 whole entry, looked up): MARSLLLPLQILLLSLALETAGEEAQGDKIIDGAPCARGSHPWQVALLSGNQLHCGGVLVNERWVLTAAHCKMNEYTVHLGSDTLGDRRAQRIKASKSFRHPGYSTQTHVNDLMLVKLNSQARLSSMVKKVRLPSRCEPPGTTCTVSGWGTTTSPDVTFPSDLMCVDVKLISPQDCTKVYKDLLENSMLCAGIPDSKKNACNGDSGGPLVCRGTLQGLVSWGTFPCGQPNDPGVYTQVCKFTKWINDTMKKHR
SMARCA2 activ = SMARCA2 function activation, primary screen; MG213 cells, MMTV-luciferase reporter, dexamethasone, overnight; activation, % at 9.1 µM; hit rate 1% among 370,000; in the data active = activation above about 7.8%;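 also: 0% = vehicle wells and 100% = reference activator wells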
GC-B act = GC-B (human) receptor activation | P20594 | HEK293-GC-B cells, CNP EC30, cGMP TR-FRET; 0% at EC30 CNP, 100% saturating CNP | activation, % at 10 µM | hit rate 0.11% among 370,000 | AID 1920062;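 active = activation at 10 µM reaching about 35% in either raw or pattern-adjusted values, limit read from the data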
hcDAF12 agonist = H. contortus DAF-12 activation, primary screen; HEK293 hcDAF-12 lit1-tk-luc reporter, luminescence; 0% DMSO, 100% Δ7-dafachronic acid; activation, % at 6.8 µM; hit rate 1.4% among 370,000; AID 652067;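 active = activation above the mean of all tested compounds plus 3 SD, cut at about 5.5% in these data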;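 also: 100% = response to 3 µM Δ7-dafachronic acid high control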
NPR1 activator = GC-A (human) enzyme activation. P16066. HEK293 GC-A cells, cGMP TR-FRET, EC30 ANP; 0% at EC30 ANP, 100% saturating ANP. activation, % at 10 µM. hit rate 0.14% among 370,000. AID 1671463; in the data active = activation above about 40%
Active calls of the source: *; · = no result given.

SMILES	hgDAF-12 ag	sPLA2-III inh	DAX1 inh-1	FXN GAA850 act	ssDAF12 agonist	DAX1 inh-2	KLK7 zymogen act	SMARCA2 activ	GC-B act	hcDAF12 agonist	NPR1 activator
COc1ccc(S(=O)(=O)N2CCN(C(=O)CCCN3C(=O)NC4(CCCC4)C3=O)CC2)cc1	-1.6	1	0.2	2.2	-0.8	2.0	-0.2	1	-2	1.0	-1
CCN(CC)S(=O)(=O)c1ccc(OC)c(NC(=O)COc2ccc3c(C)cc(=O)oc3c2)c1	0.6	9	0.0	-2.1	-1.4	0.5	-1.7	-1	-26	0.4	-17
COc1ccc(NC(=O)C#Cc2ccccc2)cc1OC	-4.6	0	-0.7	-7.7	-1.6	-1.0	0.4	2	0	-3.9	6
CCCOc1ccc(/C(O)=C2/C(=O)C(=O)N(CCCn3ccnc3)C2c2ccc(C)o2)cc1 (configuration not stated)	0.5	-17	-0.5	0.2	-2.1	3.6	0.4	-1	-1	0.8	0
CC1(C(=O)NS(=O)(=O)c2cccs2)CCN1C(=O)CC1CCCCC1 (configuration not stated)	-2.3	10	0.1	1.5	-1.3	·	0.6	0	0	-1.6	-2
COc1cnc(-c2ccccn2)nc1Oc1ccccc1	0.5	11	-0.6	-0.3	-1.6	-1.3	0.3	0	4	-0.7	0
C=CCOc1ccc(-c2nc3c(c(=O)[nH]c(=O)n3CCC)n2CCCC)cc1	1.0	8	0.7	0.6	-1.2	0.1	0.4	-4	6	0.5	-3
Cc1ccc(/C(O)=C2\C(=O)C(=O)N(CC(C)O)C2c2ccccn2)cc1 (configuration not stated)	0.3	2	-0.6	0.4	-1.5	-0.8	0.9	-3	3	-1.1	2
O=C(Nc1ccc(Cl)cc1)c1ccc(-c2ccccn2)s1	8.8	-6	0.6	3.7	-1.0	·	-0.1	7	-3	0.6	-2
Cn1cc(C(=O)N/N=C/c2cccc([N+](=O)[O-])c2)c2ccccc21	-1.3	2	0.1	-1.6	-1.4	·	-0.1	-3	-9	1.7	6
CCOC(=O)c1c(NC(=O)CSc2nnc(C)s2)sc2c1CCC(CC)C2 (configuration not stated)	0.0	-5	-0.6	2.5	-1.5	1.1	0.5	3	-5	-1.0	-3
O=C(Nc1cc(C(F)(F)F)ccc1-n1cncn1)c1cn2ccccc2n1	2.8	3	0.1	2.2	-0.1	-1.1	0.3	-1	0	4.2	-1
Cc1ccc(CNC(=O)N2CCN(c3ccc(C)cc3)CC2)cc1	0.6	-1	-0.4	0.2	-1.1	-0.9	1.1	-3	2	-1.5	-2
COc1ccc(Cl)cc1S(=O)(=O)N1CCC(C(=O)NC2CC2)CC1	0.1	-2	-0.6	0.1	-0.8	-0.2	0.7	1	0	-2.4	4
O=C(Sc1ccccc1)c1cccc(Cn2cc(C(F)(F)F)ccc2=O)c1	-2.2	-4	0.3	-1.5	-1.7	·	0.1	-1	1	-0.4	9
O=C(COc1cc(F)ccc1[N+](=O)[O-])NCC1CCCO1 (configuration not stated)	4.9	10	-0.1	1.2	-1.3	1.6	-0.5	1	-1	1.9	4
NC(=O)Cc1ccc2sc(-c3ccccc3)nc2c1	17*	18	3.0	4.2	0.4	1.7	-0.7	3	-4	3.0	8
COc1cccc(CC(NC(C)=O)C(=O)NC2CCN(C(=O)C3CC3)CC2)c1OC (configuration not stated)	-2.7	-2	0.5	-2.4	-1.0	3.6	-0.1	0	·	-0.5	·
O=C(COc1ccc(Cl)cc1)Nc1cccc(S(=O)(=O)NCc2ccco2)c1	-2.8	-27	0.9	-1.5	-0.3	-0.2	0.2	-3	3	-0.3	0
O=C(CN1CCCCCC1)Nc1nc2ccccc2s1	1.0	0	0.5	4.0	-1.2	2.0	0.2	-1	-1	1.8	9
CSc1nc(NS(=O)(=O)c2cc(C)c(Cl)cc2Cl)nn1C	-2.0	2	-0.4	1.3	-0.8	0.4	0.0	3	8	-2.7	1
COC(=O)[C@@H](Cc1ccc(O)cc1)NC(=O)[C@H]1CCC(=O)N1C(=O)OCc1ccccc1	-0.8	7	0.3	-0.3	0.2	1.1	0.2	1	0	-1.5	4
O=C(CCn1nnc2ccccc21)NNC(=O)C1CCCCC1	0.3	1	-0.1	3.2	-0.7	0.8	0.3	-1	0	-0.7	-4
Cc1ccc2c(C)c(C(=O)N3CCN(c4ncccn4)CC3)oc2c1C	-2.0	-12	-0.9	2.8	-0.7	0.8	0.4	1	2	-0.9	4
Cc1cc(Sc2nc(NC(C)C)nc(NC(C)C)n2)nc(Cl)n1	1.5	6	-0.1	5.5	-1.5	0.3	0.3	1	1	-3.0	3
CCN(CC(=O)NC1CCS(=O)(=O)C1)C(=O)c1ccc(S(=O)(=O)N(CC)CC)cc1 (configuration not stated)	-0.8	14	-0.1	1.1	-1.1	-0.6	0.0	-3	4	1.0	0
Cc1ccc[n+](CC(=O)N2CCCCC2)c1C	2.2	7	-0.3	1.4	-0.7	1.1	0.3	0	4	0.9	2
COc1ccc(S(=O)(=O)NC(=O)C2(C)CCN2C(=O)Cc2ccc(-c3ccccc3)cc2)cc1 (configuration not stated)	3.5	-5	0.5	1.9	-1.6	·	-1.6	-5	3	0.2	11
CCC1Sc2ccccc2N(CC(=O)NCc2ccc3c(c2)OCO3)C1=O (configuration not stated)	-1.9	-2	0.2	0.0	-0.5	-1.2	0.5	0	1	-1.1	-1
O=C(OCC(=O)N1CCN(S(=O)(=O)c2ccc(Cl)cc2)CC1)c1ccc([N+](=O)[O-])o1	2.4	1	-0.3	0.0	0.0	-0.4	-0.4	8.9*	-4	0.2	-6

Two entries from above, field by field.
canonical_smiles: NC(=O)Cc1ccc2sc(-c3ccccc3)nc2c1
  hgDAF-12 ag: 17*
  sPLA2-III inh: 18
  DAX1 inh-1: 3.0
  FXN GAA850 act: 4.2
  ssDAF12 agonist: 0.4
  DAX1 inh-2: 1.7
  KLK7 zymogen act: -0.7
  SMARCA2 activ: 3
  GC-B act: -4
  hcDAF12 agonist: 3.0
  NPR1 activator: 8
canonical_smiles: COc1cccc(CC(NC(C)=O)C(=O)NC2CCN(C(=O)C3CC3)CC2)c1OC (configuration not stated)
  hgDAF-12 ag: -2.7
  sPLA2-III inh: -2
  DAX1 inh-1: 0.5
  FXN GAA850 act: -2.4
  ssDAF12 agonist: -1.0
  DAX1 inh-2: 3.6
  KLK7 zymogen act: -0.1
  SMARCA2 activ: 0
  GC-B act: ·
  hcDAF12 agonist: -0.5
  NPR1 activator: ·

Further compounds follow.
SMILES	hgDAF-12 ag	sPLA2-III inh	DAX1 inh-1	FXN GAA850 act	ssDAF12 agonist	DAX1 inh-2	KLK7 zymogen act	SMARCA2 activ	GC-B act	hcDAF12 agonist	NPR1 activator
CCCC(=O)Nc1nnc(-c2ccco2)s1	3.2	1	0.8	3.5	-0.9	0.3	-0.4	4	2	1.9	0
O=C(Cc1ccc([N+](=O)[O-])cc1)NCC1CCCO1 (configuration not stated)	-4.8	0	-0.4	-1.6	-1.6	-1.0	-0.5	1	2	0.0	2
COc1cc(NC(=O)Cn2ncc(Cl)c(Cl)c2=O)c(C)cc1[N+](=O)[O-]	-5.1	-6	-2.1	12*	-2.0	-0.7	0.4	-12	8	-1.2	-2
COCCCNC(=S)N/N=C/c1ccccc1O	8.2	18	-0.2	2.9	-1.1	-2.0	-125	-4	1	0.3	4
COc1ccc(/C(C)=N\NS(C)(=O)=O)c(OC)c1	-3.5	2	0.3	1.1	-1.0	-0.2	-0.6	-2	5	0.5	0
Cc1cc(-c2cccs2)n[nH]1	0.3	-1	0.7	2.5	-1.3	0.8	0.3	2	4	-0.9	4
COCCN(C(=O)CCC(=O)Nc1ccccn1)C(C(=O)NCCC(C)C)c1ccc(C)cc1 (configuration not stated)	-1.9	3	-0.4	-0.9	-1.3	-0.9	-0.7	-2	1	-1.2	0
CC1CCN(c2cc(N)c(Cl)cc2[N+](=O)[O-])CC1	1.3	9	0.3	-0.5	-1.4	0.3	0.3	3	-6	-2.8	-6
O=C(NC1CC(=O)N(c2ccc(F)cc2)C1)C(=O)c1c[nH]c2ccccc12 (configuration not stated)	0.8	-1	-0.4	-1.9	0.2	1.3	0.6	-1	6	2.6	5
O=[N+]([O-])c1ccc(C2CCCC/C2=N/OCc2ccc(F)cc2)c([N+](=O)[O-])c1 (configuration not stated)	-2.4	5	-0.7	1.6	-1.9	1.6	-0.3	-3	-11	-0.9	-8
CCN1CCN(c2c(Cl)cccc2NC(=O)c2ccc3c(c2)OCCO3)CC1	2.1	-8	0.1	-3.6	-1.6	1.7	-0.1	-2	-1	-1.8	-3
O=C(Nc1ccc(S(=O)(=O)NCc2ccco2)cc1)c1ccncc1	-3.3	1	-1.4	2.1	-1.3	-1.8	0.2	-1	0	-2.3	-1
NC1=NN=C(N2N=C(c3ccccc3)CC2(O)C(F)(F)F)n2ncnc2C1 (configuration not stated)	1.7	-35	0.7	-2.0	-1.3	1.0	-3.5	-3	8	-0.1	2
COc1cc(/C=N/Nc2ccc(Cl)c(C(=O)O)c2)ccc1OC(=O)c1ccccc1F	3.8	-16	0.0	2.5	-0.1	-3.3	0.7	2	-8	0.5	3
CC(C)C(NC(=O)/C(=C\c1ccco1)NC(=O)c1ccco1)C(=O)O (configuration not stated)	2.5	-4	-0.1	1.8	-0.7	0.8	0.5	-1	1	-1.5	2
O=C(NC(Cc1ccccc1)C(=O)O)/C(=C/c1cccc([N+](=O)[O-])c1)NC(=O)c1ccco1 (configuration not stated)	1.4	1	0.1	0.9	-1.0	0.3	0.8	-3	3	1.9	1
O=C(CSc1ccc(Cl)cc1)OCc1nnc(-c2ccccc2)o1	2.3	1	-0.7	1.0	-1.2	1.8	0.3	-2	5	-0.5	0
CC(C)C(NC(=O)c1ccc(F)cc1)C(=O)Nc1cccnc1 (configuration not stated)	0.9	-1	0.1	1.8	-0.8	1.7	-0.5	5	-1	0.6	-1
CCOC(=O)c1nnc(-c2cccs2)nc1Oc1ccc(Cl)cc1	2.6	1	-0.6	1.3	-0.3	-0.6	0.0	3	1	0.7	5
CCOC(=O)N1CCN(C(=O)c2oc(=O)c3ccccc3c2-c2ccc(C)cc2)CC1	1.8	-7	-0.7	0.3	-2.4	-2.8	0.7	0	-6	-1.2	-2
N#CCCN(C(=O)CSc1ccc2c(c1)OCCO2)c1ccccc1	-0.6	1	-0.1	1.1	-0.6	1.3	-0.5	-4	2	-1.4	-4
Cc1ccccc1NC(=O)C1CCN(C2=NS(=O)(=O)c3ccccc32)CC1	-0.1	-5	-0.7	0.1	-1.5	0.3	-0.3	1	1	0.3	2
CCN1CCN(C(=O)C2c3cc(OC)c(OC)cc3C(=O)N(C)C2c2ccc(SC)cc2)CC1 (configuration not stated)	2.2	-1	-0.6	-1.8	-1.2	0.9	-0.2	0	-5	0.6	-4
Cc1cc2[nH]c(=O)c(=O)[nH]c2cc1S(=O)(=O)N1CCC(C)CC1	-0.6	12	-1.6	-0.4	-0.6	2.4	-1.7	-2	-4	-0.6	2
Cc1ccc(-c2nc3ncccc3o2)cc1NC(=O)c1cccnc1	-1.1	3	-1.7	-2.3	-1.4	3.4	0.0	-1	1	-0.8	1
O=C(NCCc1nc2ccccc2[nH]1)c1cccc(Br)c1	-1.0	7	-0.1	-1.4	-1.5	-0.6	-0.4	0	1	0.1	-1
